OX1R antag-1: OX1R (HCRTR1) antagonists, primary screen, fluorescence, CHO/OX1R cells, Fluo-8 calcium, orexin A; Orexin/Hypocretin receptor type 1 (Homo sapiens), O43613; Fluo-8 calcium fluorescence; inhibition, % at 5 µM; 330,000 tested, 0.43% active; AID 434989, 2010;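 active means inhibition above its plate's threshold, mean inhibition of all tested compounds on the plate plus 3 SD, cut at about 37% in these data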;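 further: 0% = orexin A challenge wells and 100% = SB-334867-A antagonist wells; not every result past the cut was called active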
Target sequence (O43613 whole entry, looked up): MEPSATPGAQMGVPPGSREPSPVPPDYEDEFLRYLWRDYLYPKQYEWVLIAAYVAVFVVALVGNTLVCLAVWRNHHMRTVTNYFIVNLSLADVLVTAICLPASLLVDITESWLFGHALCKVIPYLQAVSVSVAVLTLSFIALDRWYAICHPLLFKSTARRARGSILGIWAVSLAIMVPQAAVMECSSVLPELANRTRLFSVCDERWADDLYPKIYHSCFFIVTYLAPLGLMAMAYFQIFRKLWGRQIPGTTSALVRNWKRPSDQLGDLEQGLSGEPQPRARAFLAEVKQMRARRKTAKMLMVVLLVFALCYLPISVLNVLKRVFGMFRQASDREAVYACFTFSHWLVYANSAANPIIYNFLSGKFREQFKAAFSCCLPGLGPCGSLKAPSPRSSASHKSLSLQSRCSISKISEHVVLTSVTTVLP
OX1R antag-2: antagonists of human orexin 1 receptor (OX1R); inhibition, % at 6.6 µM; OX1R-expressing cells, FRET antagonist read-out; AID 485270, 2010; 330,000 tested, 1.8% active; Orexin/Hypocretin receptor type 1 (Homo sapiens), O43613; in the data active means inhibition mostly above about 38%, no sharp cut-off; inactive means mostly below about 40%;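 further: 0% = agonist challenge alone and 100% = reference antagonist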
The depositor's hits bear a star. Outcome played no part in choosing rows, and some 2% of all compounds hit somewhere here.

The line under a structure holds: OX1R antag-1	OX1R antag-2
COc1cccc(CNC(=O)CSc2nnc3c(n2)[nH]c2ccc(C)cc23)c1
    -9.9	12.3
Cn1ccnc1SCC(=O)Nc1cccc(S(=O)(=O)N2CCCCC2)c1
    -43.4	3.6
CCOc1ccc(OCCNC(=O)C(NC(=O)c2c(F)cccc2F)C(C)C)cc1 (configuration not stated)
    -30.6	7.0
O=C(NC1(C(F)(F)F)C(=O)Nc2c1c(=O)[nH]c(=O)n2Cc1ccccc1)c1ccc(Cl)cc1 (configuration not stated)
    -19.9	10.9
CCCCn1c(-c2cccnc2)nc2cc3[nH]c(=O)c(C(C)C)nc3cc21
    -22.8	2.8
Cc1ncc(CCl)c2c1OC(C)(C)OC2
    -16.3	31.1
CCCN=Cc1c(CCC)[nH]n(-c2nc3ccccc3s2)c1=O
    -7.5	0.8
O=C(O)CCCCCNS(=O)(=O)c1ccc(Cl)cc1
    0.8	3.8
O=C(CSc1nc2ccccc2c(=O)n1Cc1ccco1)c1ccc(F)cc1
    -21.9	11.7
Cn1c(N)c(C(=O)COC(=O)C2(c3ccc(F)cc3)CCCC2)c(=O)n(C)c1=O
    -9.7	15.3
CCOC(=O)C(C(C)C)C(N)Cc1ccc(F)cc1 (configuration not stated)
    -35.5	23.1
COC(=O)c1cnn(-c2ccccc2)c1-n1cccc1C=O
    -11.4	18.7
CC(=O)NC(Cc1c[nH]c2ccccc12)C(=O)Nc1ccc2c(c1)OCO2 (configuration not stated)
    -13.7	17.1
O=S(=O)(/N=S1/CC=CCN1S(=O)(=O)c1ccccc1)c1ccccc1 (configuration not stated)
    22.8	26.0
O=c1[nH]c(C2CCN(S(=O)(=O)/C=C/c3ccccc3)CC2)nc2c1nnn2Cc1ccccc1
    -34.7	3.3
S=C1N(c2ccccc2)CN(CCN2CCOCC2)CN1c1ccccc1
    -9.7	0.9
Cc1ccc(C)c2sc(NC(=O)C3CC3)nc12
    -26.4	27.0
COc1cc(/C=C2/SC(=S)N(CC(=O)O)C2=O)ccc1OC(=O)c1ccco1
    5.5	24.1
CCn1c(=O)c2cc(C(=O)N(C)c3ccccc3F)sc2c2ccccc21
    -16.9	12.5
Cc1ccc(C)c(OCc2nnc(SCC(=O)NC(=O)NCc3ccco3)o2)c1
    -21.2	15.2

Continued, starting with the last 3 of the part before.
The line under a structure holds: OX1R antag-1	OX1R antag-2
COc1cc(/C=C2/SC(=S)N(CC(=O)O)C2=O)ccc1OC(=O)c1ccco1
    5.5	24.1
CCn1c(=O)c2cc(C(=O)N(C)c3ccccc3F)sc2c2ccccc21
    -16.9	12.5
Cc1ccc(C)c(OCc2nnc(SCC(=O)NC(=O)NCc3ccco3)o2)c1
    -21.2	15.2
CCN(CC)c1ccc(NC(=O)CN2CCN(CC(=O)Nc3ccccc3OC)CC2)cc1
    -40.1	-7.1
Cc1c(NC(=O)/C(C#N)=C/c2cccs2)c(=O)n(-c2ccccc2)n1C
    -9.3	20.9
CCc1ccc(NC(=O)C(=O)c2ccccc2NC(C)=O)cc1
    -25.5	6.1
Cc1cc(OC(=O)c2cccs2)ccc1C(C)C
    -18.5	19.0
Cc1ccc2c(c1)-c1c(cnn1CC(=O)N(CCC#N)c1ccccc1)CO2
    -11.2	7.8
CC(CNc1ccccc1O)C(=O)O (configuration not stated)
    -2.5	39.2
Fc1ccc(C2N(c3ccccc3)C(=S)N3CCCN23)cc1 (configuration not stated)
    -13.5	4.0
CCCCN(CCCC)CC(O)COc1ccccc1C(=O)Nc1ccccc1 (configuration not stated)
    -24.4	21.5
CCOC(=O)[C@H]1[C@H]2COc3ccc(C)cc3[C@@H]2N2C(=O)c3cc(Cl)ccc3NC(=O)[C@@]12C
    -29.0	18.6
COC(=O)CSc1ccnc2cc(Cl)ccc12
    -4.6	4.2
CCOc1ccc(C(C)=O)cc1CSc1nnc(-c2ccncc2)n1CCOC
    -33.2	12.5
COC(=O)/C=C/c1ccc(OC(=O)OC)c(OC(=O)OC)c1
    -2.4	2.0
Cc1ccc(NC2(c3nnnn3-c3c(C)cccc3C)CCCCC2)cc1
    -14.2	18.1
COc1ccc(-c2cn3nc(C)c(C)nc3n2)cc1OC
    -9.7	27.7
CC(C)CN(C(=O)C1CSC2(C)CCC(=O)N12)c1c(N)n(Cc2ccccc2)c(=O)[nH]c1=O (configuration not stated)
    -22.0	10.9
O=C(CN1C(=O)NC2(CCc3ccccc32)C1=O)NCc1cccc(C(F)(F)F)c1 (configuration not stated)
    -0.2	21.4
COC(=O)c1ccccc1NC(=O)Nc1cc(C)ccn1
    -1.4	7.2
CCN1CCN(CC(O)COc2ccc3c(C)cc(=O)oc3c2)CC1 (configuration not stated)
    -4.8	34.4
COc1ccc(CCNC(=O)CC(=O)NCCc2ccc(OC)cc2)cc1
    -2.8	5.5
O=c1oc2cc(OCc3c(F)cccc3Cl)ccc2cc1-c1ccccn1
    -15.1	11.2

Full records as entered above:
Shown for CCc1ccc(NC(=O)C(=O)c2ccccc2NC(C)=O)cc1 → OX1R antag-1 = -25.5; OX1R antag-2 = 6.1
Shown for Cc1ccc2c(c1)-c1c(cnn1CC(=O)N(CCC#N)c1ccccc1)CO2 → OX1R antag-1 = -11.2; OX1R antag-2 = 7.8
Shown for CCOc1ccc(OCCNC(=O)C(NC(=O)c2c(F)cccc2F)C(C)C)cc1 (configuration not stated) → OX1R antag-1 = -30.6; OX1R antag-2 = 7.0

Carrying on.
The line under a structure holds: OX1R antag-1	OX1R antag-2
C=CCn1c(COc2cccc(C)c2C)nnc1SCC(=O)N1CCN(c2ccccc2)CC1
    -38.6	19.4
COc1ccc(CCNC(=O)c2nc(-c3cccs3)no2)cc1OC
    -14.4	8.7
COc1ccc(-n2[nH]c(C)cc2=O)cc1
    -26.8	41.4
CCOC(=O)c1cccc(N2C(=O)C3C4C=CC(CC4)C3C2=O)c1 (configuration not stated)
    -10.2	19.0
CC1=C(C(=O)Nc2ccccc2)C2(CCCCC2)C(C(N)=O)C(=S)N1 (configuration not stated)
    -18.9	18.0
Cn1c(CNc2nc3ccccc3n2C)nc2ccccc21
    -25.7	14.5
COC(=O)c1ccccc1NC(=O)CN(C)S(=O)(=O)c1ccc(OC)cc1
    -9.4	9.4
O=C1Nc2ccccc2/C1=N\N=C\c1ccc(O)c(O)c1
    -8.3	16.9
O=C(COC(=O)C1(c2ccccc2F)CCCC1)N1CCOCC1
    -3.7	-2.9
CCn1c(O)c(C=Nc2ccccc2)sc1=S
    -20.6	59.4*
O=C(c1cccnc1)N1N=C(C2CC2)CC1(O)C(F)(F)F (configuration not stated)
    19.0	5.8
COc1cc(C(CCN2CCOCC2)c2c(OC)cc(OC)c3c2OC(=O)CC3c2ccc(N(C)C)cc2)cc(OC)c1OC (configuration not stated)
    -30.6	20.0
C#CCOCCOCCOCCNc1nc(N2CCN(C(=O)Cn3cc(CC(C)O)nn3)CC2)nc(N2CCN(C(=O)Cn3cc(CC(C)O)nn3)CC2)n1 (configuration not stated)
    -1.1	8.3
Cn1nc(C(=O)Nc2cccnc2)c2ccccc2c1=O
    -9.6	21.1
CCC(/C=N/NC(=O)C(N)=O)CC
    -22.1	9.5
COCc1ccc(C(=O)NC2CCCN(Cc3ccccc3F)C2)o1 (configuration not stated)
    -17.5	8.0
COc1ccc(NC(=O)COC(=O)Cn2cnc3ccccc3c2=O)c(OC)c1
    -9.8	3.6
Cc1ccc(C(=O)OCC(=O)NC(=O)NCc2ccccc2)cc1C
    -8.3	0.9
Cc1cc(NCC2CCCO2)n2c(nc3ccccc32)c1C#N (configuration not stated)
    -3.3	31.4
O=C(NCCN1C(=O)S/C(=C/c2cccnc2)C1=O)C1CC(=O)N(Cc2ccccc2)C1 (configuration not stated)
    -22.0	53.1*
N#CCSc1nnc(Cc2ccc3c(c2)OCO3)o1
    -6.9	25.9
O=S(=O)(c1ccc(Cl)nc1)N1CCN(Cc2ccc3c(c2)OCO3)CC1
    -23.3	7.5
O=C(N[C@@H](Cc1ccccc1)C(=O)N1CCC2(CC1)NCCc1[nH]cnc12)c1cccc(F)c1
    -9.4	-2.1
Cn1cccc1C1CCCN1CC(=O)Nc1c(Cl)cc(Cl)cc1Cl (configuration not stated)
    -47.9	13.1
O=C(COc1ccc(C(=O)O)cc1)Nc1cccc(C(F)(F)F)c1
    -11.8	12.8
CCOC(=O)N1CCC(N2Cc3cccc(C(=O)NCc4ccc5c(c4)OCO5)c3C2=O)CC1
    -23.5	4.2
O=C(/C=C/c1ccc(Cl)c(Cl)c1)N1CCOCC1
    -11.5	9.4
N#C/C(=C\c1cccnc1)C(=O)Nc1ccc(C(=O)O)cc1
    4.3	9.5
CCn1c(=O)cc(SCC(=O)NCCCN2CCN(c3ccc(F)cc3)CC2)c2ccccc21
    -55.4	15.3
Cc1ccsc1/C=N/NC(=O)c1ccncc1
    -12.6	11.1
COc1ccc(-c2[nH]ncc2CN2CCCN(C(=O)c3ccco3)CC2)cc1F
    -2.4	19.5
Nc1nc(C(F)(F)F)c(Br)c(=O)n1N
    -13.6	14.1
N#CC1=C(N)NC(=S)C(C(N)=O)C1c1ccccc1F (configuration not stated)
    -3.3	9.8
COc1ccc(Nc2nccc(OC)c2C#N)cc1
    -2.7	2.4
COc1ccc(-n2nc3cc(C)c(N)cc3n2)cc1Cl
    -9.1	16.3
O=C(N/N=C/c1cc([N+](=O)[O-])ccc1N1CCCCCC1)c1ccccn1
    -38.8	24.5
CCN1CCN(CCCNC(=O)c2cc3c(s2)-c2ccccc2OC3)CC1
    -27.3	4.8
COC(=O)c1sc2nc(CSc3nc4ccc(C)cc4[nH]3)[nH]c(=O)c2c1C
    -31.6	18.0
O=C1/C(=C/C=C/c2ccco2)SC(=S)N1c1ccc(O)cc1
    8.8	9.9
OCCN(CCO)CC(O)CN1c2ccccc2Sc2ccccc21 (configuration not stated)
    -21.7	2.5
Cc1nc(N)sc1C(=O)Nc1ccccc1
    -8.0	24.0
COc1ccc(-n2c(C)nn(C)c2=O)cc1
    8.0	13.2
COCCn1c(C)cc(C(=O)COC(=O)CCS(=O)(=O)c2ccc(C)cc2)c1C
    -22.4	15.9
CCC(=O)N1CCN=C1SCc1ccccc1Cl
    -6.8	14.9
CCCN(CCC)C(=O)CSc1nc2n[nH]c(C)c2c(=N)n1-c1ccc(OC)cc1
    -18.5	30.2
Cn1cccc1C(=O)NC(=O)COC(=O)c1cc(Cl)ccc1[N+](=O)[O-]
    -2.3	20.4
Cc1cc2nc(CS(=O)(=O)c3ccccc3)cc(=O)n2[nH]1
    -23.7	24.2
CC(C)n1c(O)c(N=NC(=O)CNC(=O)CCc2ccccc2)c2ccccc21
    -11.2	19.9
CCCCCCC(=O)Nc1nc(C)c(-c2csc(Nc3ccc(Cl)cc3)n2)s1
    -7.0	6.5
O=C(CSc1ccc(-c2ccc(F)cc2)nn1)NC1CCCCC1
    3.6	16.6
COc1ccc(S(=O)(=O)N2CCN(Cc3cccc(OC)c3OC)CC2)cc1
    -30.6	7.4
Cc1c(C#N)c(N=CN(C)C)c(C(=O)c2ccc(Br)cc2)n1-c1ccc(Cl)cc1
    -31.3	25.8
Cc1ccc(N2C(N)=C(C#N)C(c3cccnc3)C3=C2CC(C)(C)CC3=O)cc1 (configuration not stated)
    -28.4	14.5
CCOC(=O)N1CCN(c2ccc(O)cc2)CC1
    -2.5	16.7
COc1ccccc1N1CCN(CC(O)COc2ccc(C)cc2C)CC1 (configuration not stated)
    -45.8	-1.5
CCOC(=O)c1c(C)[nH]c(C)c1C(=O)COC(=O)[C@@H](NC(=O)c1ccco1)C(C)C
    -15.3	2.3
O=C(NC(=S)N1CCCCCC1)c1ccccc1Cl
    -18.2	7.7
CNC(=O)CN(C)S(=O)(=O)c1ccc(OC)c(Cl)c1
    -9.9	14.7
COc1cc2[nH]c(=O)n(CCC(=O)NCc3cccnc3)c(=O)c2cc1OC
    -4.5	27.8
O=C(c1cccs1)n1nc(-c2ccc(Cl)cc2)nc1NCc1ccco1
    -12.3	16.9

New compounds follow:
The line under a structure holds: OX1R antag-1	OX1R antag-2
COc1ccc(CNC(=O)COC(=O)c2cccs2)cc1
    -5.7	6.4
Cc1ccc(-c2c(C#N)c(N)nc3c2CCCCC3)o1
    -10.3	24.7
N=C1C(c2ccccc2)=C(O)C2CCc3ccccc3N12 (configuration not stated)
    -0.6	15.4
CCOc1ccc2nc(NC3=NC(C)(C)C=C(C)N3)nc(C)c2c1
    -23.2	8.0
Cc1cc(Cl)ccc1OC(C)C(=O)NCCCCc1ccccc1 (configuration not stated)
    -29.9	10.2
COc1cc(CC(=O)N2CCc3ccccc32)cc(OC)c1OC
    -18.2	26.6
CN(C(=O)CN1C(=O)S/C(=C\c2cccc(Cl)c2)C1=O)C1CCS(=O)(=O)C1 (configuration not stated)
    -9.0	45.9
COc1ccc(-c2csc3ncnc(Cl)c23)cc1
    -23.7	19.8
CC(C)c1ccc(N(C(=O)c2csnn2)C(C(=O)NC2CCCC2)c2ccncc2)cc1 (configuration not stated)
    -36.4	14.7
CCC(=O)Nc1nnc(-c2ccccn2)o1
    7.2	17.0
O=C(NCCc1ccccc1F)C1CCC(=O)N(Cc2ccc(Cl)cc2)C1 (configuration not stated)
    -27.8	21.0
O=C(/C=C/c1ccccc1)NC(=S)NNC(=O)c1cccnc1
    -25.0	30.4
Cc1nc(NCCc2ccc(Cl)cc2)c2nnn(Cc3ccccc3)c2n1
    -7.6	3.7
CN(Cc1ccccc1NCC(=O)Nc1ccccc1C#N)C1CCCCC1
    -32.0	40.5

Compound activity as filed in PubChem.
